DDE Tn6 FP inh = DD(E)-Tn6 binding inhibition, primary FP screen. P02675. Fibrin DD(E) TRITC-Tn6 fluorescence polarization displacement. inhibition, % at 8.3 µM. 0.21% of 370,000 active;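 active means inhibition above a per-campaign cutoff: mean of compounds within control limits plus 3 SD, cut at about 15% in these data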;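 further: 0% = median of all compound wells on the plate and 100% = blocking peptide control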
ARFGAP1 inh = rat ARFGAP1 inhibition. 0.26% of 360,000 active. Arfgap1-stimulated ARF1 GTP hydrolysis, GDP FP detection. inhibition, % at 16.5 µM. Q62848. AID 651572;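 active means inhibition above a per-plate limit, mean inhibition of low control wells plus 3 SD, cut at about 25% in these data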;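 further: 0% = DMSO wells with enzyme and 100% = wells lacking Arfgap1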
Target sequence (Q62848 1-136 limits assumed): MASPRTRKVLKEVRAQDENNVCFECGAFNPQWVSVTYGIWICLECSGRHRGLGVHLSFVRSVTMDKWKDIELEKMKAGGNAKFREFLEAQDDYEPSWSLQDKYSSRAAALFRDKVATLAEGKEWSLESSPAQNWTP
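material = rat Arfgap1 catalytic domain, aa 1-136 | also added = human ARF1(Δ1-17)-GTP substrate | compound dosing = one concentration, 16.5 µM, DMSO 1.26% | times = GTP hydrolysis reaction 2 h at 25 °C | measured by = FP, GDP Alexa 633 tracer displaced from anti-GDP antibody, 620/688 nm | evaluation = percent inhibition of Arfgap1-stimulated GTP hydrolysis | replication = single well per compound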
LEDGF integ inh = blocks HIV-1 LEDGF/p75-dependent DNA integration. TR-FRET IN-LEDGF/p75 DNA integration, Eu/Cy5. inhibition, % at 3.7 µM. 0.64% of 370,000 active. AID 743269;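 active means inhibition above the screen-wide mean plus 3 SD, cut at about 13% in these data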;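 further: signal is the Cy5 over europium emission ratio at 671 and 618 nm; 0% = plate median of compound wells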
ASAP1 GAP inh = inhibitors of human ASAP1 ArfGAP activity. ASAP1-stimulated ARF1 GTP hydrolysis, GDP FP detection. inhibition, % at 16.5 µM. 0.19% of 360,000 active. AID 624377; in the data active means inhibition above about 25%;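 further: 0% = vehicle with enzyme and substrate and 100% = no enzyme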
Target sequence (Q9ULH1 325-724 limits assumed): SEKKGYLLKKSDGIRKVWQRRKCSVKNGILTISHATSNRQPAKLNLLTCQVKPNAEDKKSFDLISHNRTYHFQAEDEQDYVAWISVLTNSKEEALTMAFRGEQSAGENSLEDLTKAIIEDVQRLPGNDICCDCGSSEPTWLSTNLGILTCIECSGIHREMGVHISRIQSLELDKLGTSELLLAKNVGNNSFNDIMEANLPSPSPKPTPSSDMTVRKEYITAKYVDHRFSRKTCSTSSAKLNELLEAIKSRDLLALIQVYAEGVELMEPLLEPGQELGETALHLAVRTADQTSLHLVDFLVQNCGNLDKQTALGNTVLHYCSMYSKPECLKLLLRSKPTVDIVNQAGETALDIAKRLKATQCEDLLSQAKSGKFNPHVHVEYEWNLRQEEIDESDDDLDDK
ADAM17 inh = ADAM17 inhibition, QFRET primary screen. P78536. recombinant ADAM17, EDANS/DABCYL FRET peptide cleavage. inhibition, % at 6.95 µM. 0.83% of 370,000 active. AID 720648;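 active means inhibition above the mean of compounds lying between control limits plus 3 SD, set per campaign, cut at about 8.5% in these data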;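 further: 0% = DMSO-only wells as the low control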
ADAM10 inh = ADAM10 inhibition, QFRET primary screen; O14672; recombinant ADAM10, EDANS/DABCYL FRET peptide cleavage, 3 h; inhibition, % at 7 µM; 0.62% of 370,000 active;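 active means inhibition above a per-campaign cutoff equal to the mean of compounds falling between control-based bounds plus 3 SD, cut at about 20% in these data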;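 further: 0% = DMSO wells while the 100% control is not disclosed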
TDP2 absorb = TDP2 (human) inhibition, absorbance primary screen. AID 720702. O95551. recombinant TDP2, T5PNP hydrolysis, p-nitrophenol absorbance 415 nm. inhibition, % at 12.8 µM. 0.34% of 370,000 active;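 active means inhibition above the mean of all tested compounds plus 3 SD, set per campaign, cut at about 25% in these data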;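 further: 0% = DMSO with enzyme and 100% = buffer with substrate but no TDP2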
Target sequence (O95551 whole entry, looked up): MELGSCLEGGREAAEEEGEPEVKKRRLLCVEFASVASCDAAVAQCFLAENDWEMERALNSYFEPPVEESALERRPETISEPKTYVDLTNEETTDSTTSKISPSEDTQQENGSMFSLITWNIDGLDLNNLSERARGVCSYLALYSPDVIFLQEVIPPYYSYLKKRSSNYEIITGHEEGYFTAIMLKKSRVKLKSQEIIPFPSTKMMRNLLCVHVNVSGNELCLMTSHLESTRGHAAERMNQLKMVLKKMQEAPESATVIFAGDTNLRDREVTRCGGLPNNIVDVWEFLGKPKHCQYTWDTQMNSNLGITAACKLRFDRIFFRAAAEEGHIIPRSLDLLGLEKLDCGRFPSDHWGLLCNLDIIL
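Evaluation: % inhibition relative to enzyme-containing and enzyme-free wells. Material: recombinant human TDP2. Benchmarks: enzyme-free and DMSO wells. Timing: enzyme reaction with compound for 2 h at 37 °C. Compound dosing: 12.8 µM only. Measured by: p-Nitrophenol epi absorbance. Reagent: T5PNP substrate at 5 mM, a TopII-DNA adduct mimic. Replication: single well per compound.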
KLK7 zymogen act = proKLK7 (human) activation, primary screen. P49862. purified proKLK7, EDANS-DABCYL substrate fluorescence; 100% is mature enzyme control, 0% vehicle. activation, % at 7 µM. 0.9% of 370,000 active. AID 652039;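 active means activation above the mean of all tested compounds plus 3 SD, computed per campaign excluding outliers beyond control limits, cut at about 13% in these data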
PLCg1 inh = inhibitors of human phospholipase C gamma1; 0.84% of 370,000 active; inhibition, % at 12.2 µM; P19174; purified PLC-gamma1, fluorogenic substrate, fluorescence; in the data active means inhibition above about 9.5%
DDE Tn7 FP inh = DD(E)-Tn7 binding inhibition, primary FP screen | FP displacement of FITC-Tn7 peptide from fibrin DD(E); 0% = median of compound wells per plate | inhibition, % at 8.3 µM | 0.13% of 370,000 active | AID 720508;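 active means inhibition above the mean of compounds falling within the control limits plus 3 SD of them, cut at about 14% in these data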;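 further: 0% = plate median of compound wells and 100% = 10 µM Aha-Tn7 peptide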
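Test system: human clot-derived fibrin DD(E) complex / Quantity: 2 µM final DD(E) protein / Incubation: 10 min plus 3 h, room temperature / Measured by: fluorescence polarization / Benchmarks: high control of 10 µM Aha-Tn7 peptide / Replicates: singlicate testing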
* = called active by the depositor; i = inactive; . = not tested or not shown.

SMILES	DDE Tn6 FP inh	ARFGAP1 inh	LEDGF integ inh	ASAP1 GAP inh	ADAM17 inh	ADAM10 inh	TDP2 absorb	KLK7 zymogen act	PLCg1 inh	DDE Tn7 FP inh
COc1ccc(Cl)cc1NC(=O)CN(C)C(=O)c1ccc2c(c1)CC(c1ccccc1)OC2=O (centres undefined)	-10	12	-4	15	0	-8	-4	0.0	1	3
Cn1c(SCC(=O)Nc2nccs2)nnc1C12CC3CC(CC(C3)C1)C2	4	-10	-3	1	-4	-2	5	0.6	0	-1
Cc1c(Nc2nc3ccccc3n3cnnc23)cccc1[N+](=O)[O-]	4	-1	-4	-6	-2	-8	11	-0.3	1	5
Cc1cc(/C=C2/C(=N)N3C(=NC2=O)SN=C3S(C)(=O)=O)c(C)n1-c1ccc(F)cc1	-8	-9	-1	-5	-6	-14	4	1.2	-37	-1
COc1ccc(C(=O)N2CCCC(c3cc(C(=O)NCc4ccccc4)no3)C2)cc1 (centres undefined)	9	19	1	-4	-2	-12	-2	-0.6	2	4
COc1ccc(S(=O)(=O)N[C@@H](Cc2ccccc2)C(=O)N2CC[C@@]3(O)CCCC[C@H]3C2)cc1	-3	4	0	2	0	1	-10	-0.1	2	-1
COc1cccc(C(C)NC(=S)NCc2ccc(F)cc2)c1 (centres undefined)	-4	11	0	-6	1	2	6	1.0	-1	-3
Cc1ccc(S(=O)(=O)N2CCN(Cc3nc4ccccc4[nH]3)CC2)cc1C	0	-1	-1	-11	5	3	-21	-0.4	2	3
CCn1c(SC)nc2cc(S(=O)(=O)N3CCCCC3)ccc21	-1	3	-3	-12	-7	-3	3	0.4	2	-5
COc1ccccc1Cn1nnc2c(=O)[nH]c(C3CCN(C(=O)c4ccccc4Cl)CC3)nc21	-6	11	1	-4	1	-9	-1	0.6	3	0
CCN(CCCNC(=O)CCNC(=O)Cn1ccc2ccccc2c1=O)c1ccccc1	0	-7	1	0	0	5	-8	1.1	4	-1
O=C(O)c1cnn2c1NC(c1cccs1)CC2C(F)(F)F (centres undefined)	3	1	-2	2	-4	-8	-1	-0.3	0	3
Cc1nc2cc(N)ccc2n1C1CCCCC1	3	-1	-1	2	2	-4	-1	0.3	-2	0
CN(N=Nc1ccccc1C(=O)O)C1CCCCC1	-5	8	-4	4	-5	-29	-8	-0.5	3	-3
Cc1ccc(NC(=O)CSc2n[nH]c(N)n2)cc1S(=O)(=O)N1CCOCC1	-3	0	-4	5	-5	-4	11	0.7	0	0
[O-][N+]1=C(c2cccs2)CN(O)C1	9	16	-1	-4	-2	2	-3	-0.1	1	-2
COc1cccc(CNC(=O)CCCCCNC(=O)N2CCn3c2nc2ccccc23)c1	0	-20	-5	6	0	4	-10	0.5	-3	-1
CC(C)NC(=O)CN1CCN(C(=O)c2ccc3oc(CCCc4ccccc4)nc3c2)CC1	-13	6	-5	-3	1	0	-13	-0.6	4	6
Cc1cc2c(s1)c1cnn(Cc3c(Cl)ccc(C)c3F)c(=O)c1n2C	1	.	-2	.	-4	-2	6	.	0	3
Cc1ccc(OCCN2C(=O)CSC2=O)cc1	0	4	-4	5	-5	-10	-2	-0.5	-1	-6
COc1ccccc1-n1c(SCC(=O)NC2CC2)nc2ccccc2c1=O	-2	5	0	-5	-2	2	1	-0.5	-5	3
CS(=O)(=O)N(CC(=O)NCCSc1ccccn1)c1ccc(F)cc1	0	-10	2	11	3	7	4	0.1	3	1
CN1CCCC1c1cccnc1 (centres undefined)	-6	-6	2	-9	0	-11	-7	0.7	0	5
O=C(CNS(=O)(=O)c1ccccc1)OCC(=O)c1ccccc1Cl	3	4	-3	-2	1	-4	13	-0.6	-4	7
COc1ccc(NC(=S)N(CCN2CCOCC2)Cc2cc3cc4c(cc3[nH]c2=O)OCCO4)cc1	-6	12	-6	-16	-73	-234	-10	1.9	-36	-7
O=C(C1CCCN(Cc2ccccc2[N+](=O)[O-])C1)N1CCCC1 (centres undefined)	-5	-9	10	27*	-4	-12	8	0.1	1	1
COc1cc(C(=O)NC(=S)Nc2ccccc2N2CCOCC2)cc(OC)c1OC	-4	3	-1	15	2	-9	10	0.3	3	-4
COc1ccc(/C=C2\SC(=S)N(CCC(=O)NC3=NCCS3)C2=O)cc1OC	-5	-6	1	-10	-1	4	-2	-0.5	-1	-5
CCOc1ccc(-n2c(SCC(=O)Nc3ccc(OCc4ccccc4)cc3)nnc2-c2ccc(Cl)cc2)cc1	-8	.	0	.	-4	-6	10	0.3	-2	-3
CC(C)CN1CC(Br)C(=O)NC1=O (centres undefined)	10	-3	2	7	-1	1	3	0.0	5	7
Cc1ccc2c(c1)C(c1ccccc1)N(C(=O)c1cccc([N+](=O)[O-])c1)CC(=O)N2 (centres undefined)	-1	-3	-2	-13	-2	-3	17	-0.2	1	1
COCCNC(=S)N(C)[C@H]1C[C@H]2c3[nH]c4c(-c5ccccc5)cccc4c3CCN2C[C@H]1[C@H](C)O	-14	-1	5	7	-33	-144	-2	1.4	-475	-4
COC(=O)CSc1nnc(-c2ccccc2O)n1-c1ccc(C)cc1	-1	-3	-1	3	-1	6	5	0.5	1	-2
CC(OC(=O)c1cccs1)C(=O)NC1CCCCC1C (centres undefined)	4	-7	2	5	2	-2	9	-0.8	3	-4
COc1ccccc1CCc1nnc(CCC(=O)NC(C)Cn2nc(C)cc2C)o1 (centres undefined)	-3	-1	3	-14	1	4	-10	-0.2	-1	-3
COC(=O)CSc1cc(C(F)(F)F)nc(-c2ccccn2)n1	2	-7	-3	-9	-5	-2	3	-0.7	-1	-4
O=C(NNC(=O)c1cccs1)c1ccc(Cl)nc1	-5	0	-1	-3	-4	-4	18	-0.4	1	0
COC(=O)c1sccc1NC(=O)Nc1cccc([N+](=O)[O-])c1	-1	-2	1	9	-5	-8	8	0.6	-1	6
CCOc1ccc2nc(NCCNC(=O)C(C)(C)C)c(C)cc2c1	-4	7	1	0	-76	-201	-3	1.0	-25	4
Cc1cccc(NC(=O)c2ccccc2Br)n1	2	-3	1	8	-3	-3	10	-0.7	0	-4
C=C1CCN([C@H](C(=O)NCc2ccco2)C(C)C)S(=O)(=O)c2ccccc21	-6	1	2	0	-2	10	1	-0.3	2	-1
Cc1ccc(NS(=O)(=O)c2cc(NC(=O)c3ccc4c(c3)NC(=O)CS4)ccc2Cl)c(C)c1	13	11	0	18	8	17	-12	-0.8	3	-5
O=C(COc1cccnc1[N+](=O)[O-])Nc1ncc(Cl)cc1Cl	4	4	6	2	-1	-12	-11	-0.4	-14	-7
COC(=O)[C@@]12C[C@@H](CC(=O)N3CCCC3)C(=O)N(Cc3cccc4ccccc34)C1=CCC(C)(C)C2	0	3	-1	2	3	6	-2	0.9	1	0
S=c1nc[nH]c2c1cnn2-c1ccccc1	2	15	0	-2	1	3	5	-0.7	1	-2
CC(OC(=O)Cc1c[nH]c2ccccc12)C(=O)NC1(C#N)CCCCC1 (centres undefined)	-3	6	-2	3	-4	-7	-2	-0.5	-1	3
CCCn1c(-c2ccc(OC)cc2)nc2c(=O)n(C)c(=O)[nH]c21	4	11	-8	-3	-17	-53	-6	-0.1	-8	2
CC(=O)c1cc2c(cc1NC(=O)CN1CCN(c3cccc(C(F)(F)F)c3)CC1)OCO2	-10	6	0	5	3	-5	-3	-0.1	1	0
CCc1nc2ccccc2n1CC(=O)N1CCN(S(=O)(=O)c2cccc(C(F)(F)F)c2)CC1	0	-6	1	-11	-1	1	4	-0.2	2	3
CC(C)CC(=O)Nc1ccc(-c2cn3cccnc3n2)cc1	-5	2	-2	11	i	i	5	70*	i	-1
CC(C)N1CCCCC(NC(=O)c2c(F)cccc2F)C1=O (centres undefined)	5	.	3	.	0	-2	-7	0.8	2	2
CC(C)(C)c1ccc(C(=O)Nc2ccc(O)c3c(=O)cc(-c4cccc(Cl)c4)oc23)cc1	-5	-5	-3	-3	-5	1	9	0.4	1	1
COc1cc2c(cc1NC(=O)CSc1cccc[n+]1[O-])oc1ccccc12	-6	8	5	5	2	-2	8	0.3	5	-2
Cc1cc(N2C(=O)C(O)=C(C(=O)c3ccc(C)o3)C2c2cccc(Oc3ccccc3)c2)no1 (centres undefined)	1	-5	5	-7	-2	-1	4	-0.1	-19	1

Of the compounds above, eight have an NH in an aromatic ring:
SMILES	DDE Tn6 FP inh	ARFGAP1 inh	LEDGF integ inh	ASAP1 GAP inh	ADAM17 inh	ADAM10 inh	TDP2 absorb	KLK7 zymogen act	PLCg1 inh	DDE Tn7 FP inh
Cc1ccc(S(=O)(=O)N2CCN(Cc3nc4ccccc4[nH]3)CC2)cc1C	0	-1	-1	-11	5	3	-21	-0.4	2	3
COc1ccccc1Cn1nnc2c(=O)[nH]c(C3CCN(C(=O)c4ccccc4Cl)CC3)nc21	-6	11	1	-4	1	-9	-1	0.6	3	0
Cc1ccc(NC(=O)CSc2n[nH]c(N)n2)cc1S(=O)(=O)N1CCOCC1	-3	0	-4	5	-5	-4	11	0.7	0	0
COc1ccc(NC(=S)N(CCN2CCOCC2)Cc2cc3cc4c(cc3[nH]c2=O)OCCO4)cc1	-6	12	-6	-16	-73	-234	-10	1.9	-36	-7
COCCNC(=S)N(C)[C@H]1C[C@H]2c3[nH]c4c(-c5ccccc5)cccc4c3CCN2C[C@H]1[C@H](C)O	-14	-1	5	7	-33	-144	-2	1.4	-475	-4
S=c1nc[nH]c2c1cnn2-c1ccccc1	2	15	0	-2	1	3	5	-0.7	1	-2
CC(OC(=O)Cc1c[nH]c2ccccc12)C(=O)NC1(C#N)CCCCC1 (centres undefined)	-3	6	-2	3	-4	-7	-2	-0.5	-1	3
CCCn1c(-c2ccc(OC)cc2)nc2c(=O)n(C)c(=O)[nH]c21	4	11	-8	-3	-17	-53	-6	-0.1	-8	2

Bioassay records: PubChem, The Scripps Research Institute Molecular Screening Center
